G6PDH counter: L. mesenteroides G6PDH inhibition counter-screen; hit rate 0.12% among 200,000; Purified L. mesenteroides G6PDH, diaphorase/resazurin coupled fluorescence, 45 min; inhibition, % at 5 µM; in the data active = inhibition above about 50%
STAT1 activator: increases IFN-gamma driven STAT1 reporter signal; NIH 3T3 STAT1-luciferase reporter, luminescence; 100% = IFN-gamma alone, no compound; activation (% of control), % at 5.5 µM; hit rate 2.6% among 200,000;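 active = activation above the screen-wide mean activation plus 3 SD, cut at about 130% in these data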;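 also: raw ratio to IFN-gamma control signal so 100% means no change and 0% no light; values of inactives mirror those of a sister screen read the other way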
APP transl inh: APP translation inhibition; SH-SY5Y APP 5'UTR-luciferase reporter, luminescence; inhibition, % at 2 µM; hit rate 0.82% among 190,000; AID 1285;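 active = inhibition above a set limit, derived from the sample mean plus 3 SD, cut at about 45% in these data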; also: values of inactives mirror those of a sister screen read the other way
FLuc stim CS: affects firefly luciferase, flagging false hits in luciferase stimulation screens | activation factor at 10 µM | P08659 | 200,000 tested, under 10 active | AID 1027 | ATPlite luciferase biochemical, luminescence, 10 min; 0 = ATP-free wells, 1 = DMSO control;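 active = luciferase activation factor, scaled between plate controls, of at least 2 with compound at 10 µM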
Target sequence (P08659 whole entry, looked up): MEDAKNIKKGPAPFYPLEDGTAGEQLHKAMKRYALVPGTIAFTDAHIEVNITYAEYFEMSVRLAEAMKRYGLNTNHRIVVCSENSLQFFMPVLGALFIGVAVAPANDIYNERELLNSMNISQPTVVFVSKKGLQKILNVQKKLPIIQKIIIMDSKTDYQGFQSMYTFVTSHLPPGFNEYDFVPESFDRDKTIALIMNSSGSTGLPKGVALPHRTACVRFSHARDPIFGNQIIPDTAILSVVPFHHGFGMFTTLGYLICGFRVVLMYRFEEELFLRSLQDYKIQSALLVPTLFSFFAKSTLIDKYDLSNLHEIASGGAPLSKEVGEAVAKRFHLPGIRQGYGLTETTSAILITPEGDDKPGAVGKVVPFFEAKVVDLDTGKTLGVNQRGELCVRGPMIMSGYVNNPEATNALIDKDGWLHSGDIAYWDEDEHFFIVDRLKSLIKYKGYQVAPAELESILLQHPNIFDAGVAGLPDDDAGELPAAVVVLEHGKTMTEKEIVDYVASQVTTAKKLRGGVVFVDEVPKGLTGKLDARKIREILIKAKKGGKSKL
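Assay system: Luciferase/luciferin detection reagent, cell-free biochemical luciferase assay / Read-out: luciferase activation / Benchmarks: No-ATP low control, compound-free enzyme-plus-ATP high control / Medium: PBS buffer for ATP / Detection: luminescence measurement of luciferase light output / Schedule: 10 min at ambient temperature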
TLR4-MyD88 BLA: TLR4-MyD88 interaction inhibition in cells | O00206+Q99836 | inhibition, % at 8.4 µM | hit rate 0.18% among 200,000 | HeLa CL3-4 TLR4/MyD88 BLA complementation, FRET ratio; in the data active = inhibition above about 25%;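 also: 0% = vehicle and 100% = reference inhibitor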
NF-kB expr up: NF-kB expression increase, human neuronal cells; hit rate 1.6% among 190,000; NF-kB reporter expression; hits give high values; fold change at 12.5 µM; in the data active = fold change above about 3.3
FLuc inh counter: inhibits firefly luciferase, flagging false hits in luciferase inhibition screens | P08659 | ATPLite firefly luciferase biochemical luminescence, 10 min | inhibition, % at 10 µM | hit rate 1.5% among 200,000;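 active = inhibition above about 50% when tested at 10 µM, limit read from the data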
APP 5'UTR act: activates APP 5'UTR luciferase reporter. AID 1276. activation, % at 2 µM. hit rate 1% among 190,000. SH-SY5Y APP 5'UTR luciferase reporter, luminescence; zero percent = DMSO vehicle wells;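 active = activation above a set limit, based on mean plus 3 SD of controls, cut at about 140% in these data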; also: values of inactives mirror those of a sister screen read the other way
Diaphorase act: counter-screen for diaphorase-based assays: diaphorase activators and chemical reducers; hit rate 0.005% among 190,000; activation factor at 20 µM; Diaphorase/resazurin coupled assay, resorufin fluorescence, 16 min; hits give high values; 1 = vehicle wells, 0 = NADH-free wells;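 active = diaphorase activity raised at least twofold by the compound at 20 µM; inactive = activation factor below 2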
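Material: purified diaphorase enzyme from Clostridium kluyveri; Also added: 0.114 mM NADH and 0.1 mM resazurin, final amounts; Doses: single compound dose of 20 µM, 1% DMSO final; Times: 16 min enzyme reaction, ambient temperature; Detection: resorufin fluorescence, excitation 544 nm, emission 590 nm; Measure: increased resorufin signal from activators or reducing compounds.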
Diaph inh CS: inhibits diaphorase or chemically oxidizes, flagging diaphorase assay artifacts. inhibition, % at 20 µM. hit rate 0.69% among 190,000. diaphorase resazurin-to-resorufin fluorescence, NADH, 16 min; bacterial (C. kluyveri) enzyme, not human. AID 1217;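 active = primary screen inhibition at 20 µM above a set limit, cut at about 50% in these data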;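 also: plate controls were DMSO with full reaction for no effect and wells lacking NADH for full effect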
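Test system: Clostridium kluyveri diaphorase enzyme / Quantity: diaphorase at 0.14 U/mL in enzyme working solution / Incubation: 16-min room-temperature incubation before reading / Benchmarks: NADH-free wells as positive control, DMSO-only neutral wells / Signal: resorufin fluorescence 544/590 nm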
* hit, by the source's call; . = not tested or not shown. Not all compounds are listed; count on the stated rates, not on these rows.

compound,G6PDH counter,STAT1 activator,APP transl inh,FLuc stim CS,TLR4-MyD88 BLA,NF-kB expr up,FLuc inh counter,APP 5'UTR act,Diaphorase act,Diaph inh CS
N#CC(C#N)=Cc1ccc(-c2ccccc2)o1,12,102,-21,1,1,1,-4,21,0.9,9
CCCCn1c(O)c(C=NCCCN(CC)CC)c(=O)[nH]c1=O,6,104,-11,1,-10,1,-4,11,0.9,6
Cc1ccc(N2C(=O)NC(=O)/C(=C/c3cnc(-c4ccccc4)nc3)C2=O)cc1C,0,116,1,1,-5,1.3,-5,-1,0.7,28
CC1(C)CN=C(Nc2ccc(F)c(F)c2)S1,-2,101,-3,1.1,-17,0.99,-5,3,0.8,18
O=C1C2CCCN2C(c2ccc(Cl)c(Cl)c2)N1c1ccccn1 (configuration not stated),-2,103,-5,1,0,0.98,-3,5,0.9,6
Cc1cc(OCCCC(=O)NCc2cccs2)ccc1Cl,0,103,-23,1,-50,1,-1,23,0.9,5
Cc1ccccc1NC1(C#N)CCCCC1,-1,100,3,1.1,10,1.3,-8,-3,0.9,7
CN1C(=O)C(=Cc2ccc(OCCN(C)c3ccccn3)cc2)C(=O)N(C)C1=O,4,106,-27,1.1,0,1.6,-7,27,1,-3
O=C(CNC(=O)OCc1ccccc1)Nc1ccc(Br)cc1C(=O)c1ccccc1Cl,-16,100,4,1.1,11,1,-6,-4,1.1,-7
Cn1c(O)c(C=NCCOc2ccc(Cl)cc2)c(=O)n(C)c1=O,2,107,-5,1,5,0.95,0,5,0.9,8
O=c1c(C=Nc2cccnc2Cl)c(O)n(CCCCl)c(=O)n1C1CCCCC1,-27,100,-3,1.1,2,1.4,-5,3,0.7,35
CCOP(=O)(Cc1cc(C#N)oc1C)OCC,-3,96,11,1,-15,1.2,-4,-11,1,1
O=C1NC(=S)NC(=O)C12C(c1ccccc1)NC(=S)NC2c1ccccc1 (configuration not stated),-3,104,-5,1.1,1,1.1,-11,5,0.8,21
CC(C)Cc1[nH]c(=O)c(C#N)c2c1CCC2,2,98,11,1,0,1.1,-4,-11,1,3
C=CCN(c1ccc(C(=O)N(CC)CC)cc1)S(C)(=O)=O,5,95,-13,1.1,2,0.75,-6,13,1.1,-6
O=c1[nH]c(=O)n(C2CCCCCC2)c(O)c1C=NC1CCN(Cc2ccccc2)CC1,8,100,.,1.1,-4,0.59,-6,.,0.9,11
CCCCNC(=O)c1c(N)n(CCCOC)c2nc3ccccc3nc12,41,104,9,1.1,-15,0.7,-6,-9,0.6,35
O=c1c2cc(Cl)cc(Cl)c2nc(CN2CCOCC2)n1-c1ccccc1F,7,98,-3,1,6,1.1,-3,3,1,-4
COc1cc(/C=N/n2cnnc2)ccc1OC(=O)N(C)C,-1,98,2,1,-7,1.1,-3,-2,1,-1
O=C(Nc1ccc(C(F)(F)F)cc1)c1cccn(Cc2ccc3c(c2)OC(F)(F)O3)c1=O,6,106,14,1,8,1.1,-4,-14,0.8,22
COc1ccc(C(=O)CN2CCOCC2)cc1F,-2,93,4,1.1,-8,1,-5,-4,0.9,12
CN1CCN(c2ccc(N)cc2)CC1,2,93,-1,1,7,0.95,3,1,1.5,-45
NC1=Nc2ccccc2Oc2ccccc21,4,88,-14,1.1,-2,1.2,-6,14,1,2
Cc1ccc(C(c2nnnn2Cc2ccccc2)N2CC=C(c3ccc(F)cc3)CC2)cc1 (configuration not stated),3,98,9,1.1,-4,0.92,-7,-9,0.9,8
CCOP(=S)(NN(Cc1ccccc1)C(=O)c1ccccc1)OCC,16,95,9,1,-5,1.1,-4,-9,0.8,16
O=C(c1cc([N+](=O)[O-])ccc1N1CCNCC1)N1CCOCC1,1,105,-15,1,-16,0.98,-3,15,0.9,8
CCN(CC)CCOC(=O)c1cc2cc(COC)ccc2o1,-1,103,-9,1.1,-1,1.1,-8,9,0.9,10
O=C(Cn1ncc2c3ccccc3n(Cc3cccc(Cl)c3)c2c1=O)N1CCC2(CC1)OCCO2,6,104,25,1,5,0.64,-2,-25,0.7,31
Cc1cc(C=C2C(=O)NC(=O)NC2=O)c(C)n1-c1ccc2c(c1)OCO2,-11,104,-25,0.4,2,1.9,56*,25,0.9,11
COc1ccc(CN2CC3CC(C2)c2cccc(=O)n2C3)cc1OC (configuration not stated),6,102,4,1,-1,0.92,-2,-4,0.9,5
O=C(c1ccccc1)c1ccccc1N=Cc1c(O)[nH]c(=O)[nH]c1=O,0,104,5,1,-8,1,-4,-5,0.9,10
COc1cccc(N2C(=O)NC(=O)/C(=C/c3ccc4c5c(cccc35)CC4)C2=O)c1,7,91,0,1,-3,1,-2,0,1,-1
O=C1C2CCCN2C(c2cccnc2)N1c1nccs1 (configuration not stated),-7,105,19,1,-3,1.3,-4,-19,0.8,15
Cc1nn(Cc2ccccc2)c(C)c1C(=O)OCC(=O)NC1CCS(=O)(=O)C1 (configuration not stated),10,102,-12,1.1,0,1.1,-9,12,0.9,12
O=C(Nc1cccc(Cl)c1)c1c(O)c2c(n(Cc3ccco3)c1=O)CCCC2,12,.,.,1,.,.,-4,.,1,-1
CC1(C)OC(c2ccccc2)=C/C(=C/C=C2C(=O)NC(=S)NC2=O)O1,15,96,-11,0.8,67*,0.94,20,11,0.8,24
CN(C)C(=O)Oc1ccc(C(=O)c2ccccc2)cc1,2,109,-19,1,7,1.3,2,19,1,1
Cc1ccc(C(=O)NC2CC3CCC(C2)N3)cc1 (configuration not stated),8,108,-11,1.1,8,1.2,-6,11,0.9,10
C[N+]1(CC2COC(c3ccco3)O2)CCCCC1 (configuration not stated),8,100,-33,1.1,-5,1.8,-6,33,1,0
COc1ccc(CN2CCN(c3ccccc3F)CC2)cc1O,6,100,18,1.1,-2,0.94,-9,-17,0.9,10
COC(=O)C1=C(N)Oc2c(c(=O)oc3ccccc23)C1c1cccnc1 (configuration not stated),13,100,6,1.1,-1,1.1,-9,-6,0.9,9
COc1cc2c(cc1OC)-c1c(OC)c(OC)c(OC)c3ccnc(c13)C2=O,19,117,26,1,1,0.4,-3,-26,0.5,55*
CCN(CC)CCCN=C(C)c1c(O)n(C2CCCCC2)c(=O)[nH]c1=O,0,99,-12,1,-3,1.1,4,12,1.1,-8
O=P(O)(Oc1ccccc1)OC(c1ccccc1)C(F)(F)F (configuration not stated),-1,105,-2,1,0,1.1,-3,2,1.1,-11
CCC(=Nc1ccc2c(c1)CCC2)c1c(O)n(C2CCCCC2)c(=O)[nH]c1=O,3,100,-4,1.1,-6,1,-6,4,0.9,14
c1ccc(CCNCc2ccccc2)cc1,15,100,16,1,-16,1.1,-2,-16,0.9,12
CN1CCC(N(C)c2nc(-c3ccc([N+](=O)[O-])cc3)nc3ccccc23)CC1,-55,94,5,1.1,-4,0.61,-6,-5,1.1,-6
Cc1cc(C)n2nc(SCC(=O)N3CCC4(CC3)OCCO4)nc2n1,10,106,12,1.1,5,1.1,-6,-11,0.9,9
O=c1[nH]c2ccccc2c(=O)n1-c1cccc(Cl)c1,10,104,-2,1.1,2,1.1,-9,2,0.9,7
CCC(CC)C(=O)NC1CCSC1=O (configuration not stated),-3,101,6,1,4,1.4,0,-6,0.9,8
CC1CCCN(CC(=O)N2CCCc3ccccc32)C1 (configuration not stated),4,97,6,1,-7,1.1,-2,-6,0.8,15
Cc1nc2ccccc2n1C1CCN(Cc2nnnn2CCc2ccccc2)CC1,8,96,-8,1,1,0.93,-4,8,0.8,19
Cn1cccc1/C=C1/C(=O)NC(=O)N(Cc2ccccc2)C1=O,-2,106,25,1.1,12,3,-11,-25,0.8,18
O=C(O)c1cccc2c1NC(c1cccc([N+](=O)[O-])c1)C1CC(Sc3ccccc3[N+](=O)[O-])C(Cl)C21 (configuration not stated),14,97,-6,1.1,14,1.1,-5,6,0.1,94*
Cc1ccc(C2=CCNCC2)cc1,-3,103,-7,1.1,8,1.1,-6,7,1,-4
Cc1cc(Cl)nc(N)n1,10,99,-11,1.1,6,1.3,-6,11,1,-1
CCCCCn1c(=O)c(C(=O)NCc2ccco2)c(O)c2ccccc21,11,107,-6,1.1,6,1.2,-9,6,0.9,12
CC(N)C(=O)c1ccco1 (configuration not stated),2,100,3,1.1,-1,0.97,-8,-3,0.9,9
C=C(CO)CC1CC(O)[C@]2(C)OC3CC4OC5C[C@]6(C)O[C@]7(C)CCC8OC9C[C@]%10(C)OC%11C(C)=CC(=O)OC%11CC%10OC9C[C@@H](C)C8OC7CC6O[C@]5(C)C/C=C\C4OC3CC2O1 (some centres not stated),20,99,2,1,-9,0.56,-1,-2,0.6,36
C#CCN1CCN(c2ccc(F)cc2)CC1,12,107,7,1.1,14,1,-10,-7,1,2

Next records.
compound,G6PDH counter,STAT1 activator,APP transl inh,FLuc stim CS,TLR4-MyD88 BLA,NF-kB expr up,FLuc inh counter,APP 5'UTR act,Diaphorase act,Diaph inh CS
CCOC(=O)c1[nH]c(C)c(C(=O)N2CCC3(CC2)OCCO3)c1C,7,102,5,1,-5,0.69,-2,-5,1.1,-10
C=CP(=O)(O)c1ccccc1,5,102,-12,1,-10,1.1,-4,12,1,-2
CN1CCC2(CC1)CC(NC=O)c1ccccc1O2 (configuration not stated),6,96,-12,1.1,12,1.1,-7,12,0.9,6
CCN(CC)c1ccc(/C=C2\C(=O)NC(=O)N(CC3CCCO3)C2=O)cc1 (configuration not stated),7,98,14,1,-1,1,1,-14,0.8,17
CCCCCCN=C(C)c1c(O)n(CCCC)c(=O)[nH]c1=O,3,103,-6,1.1,-11,1.1,-9,6,0.9,15
CC(=O)[C@@]1(O)CC[C@H]2[C@@H]3CC=C4C[C@@H](O)CC[C@]4(C)[C@H]3CC[C@@]21C,2,96,-5,1,-2,1.1,-3,5,1,3
O=C(N/N=C/c1c(O)n(C2CC2)c(=S)[nH]c1=O)c1ccccc1O,17,92,-19,0.7,7,1,33,19,0.3,66*
CCOC(=O)C1=C(N)OC2=C(C(=O)CCC2)C12C(=O)N1c3c(ccc(C)c32)C(C)=CC1(C)C (configuration not stated),5,96,-5,1,0,0.98,-4,5,0.9,11
CN(C)c1ccc(P(=S)(N(C)C)N(C)C)cc1,7,105,0,1,-17,0.83,-2,0,1.1,-7
CC12CCC3C(CCC4C/C(=N/O)CCC43C)C1CCC2O (configuration not stated),10,103,-7,1,-4,0.95,-3,7,1,0

Rewritten with values under each structure: part of the list above
Below each SMILES: G6PDH counter | STAT1 activator | APP transl inh | FLuc stim CS | TLR4-MyD88 BLA | NF-kB expr up | FLuc inh counter | APP 5'UTR act | Diaphorase act | Diaph inh CS
CN1CCC2(CC1)CC(NC=O)c1ccccc1O2 (configuration not stated)
→ 6 | 96 | -12 | 1.1 | 12 | 1.1 | -7 | 12 | 0.9 | 6
CCN(CC)c1ccc(/C=C2\C(=O)NC(=O)N(CC3CCCO3)C2=O)cc1 (configuration not stated)
→ 7 | 98 | 14 | 1 | -1 | 1 | 1 | -14 | 0.8 | 17
